Screening results from PubChem BioAssay.
TCR activator: T cell receptor activation | primary human leukocytes, anti-CD3, IL-2 HTRF, 48 h | Potency, µM (series often up to 9.22 µM), without a hit: at the top dose activation of IL-2 secretion, most hits filed as activators | 330,000 tested, under 10 active; note: % of control where 0% means no effect
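Primary human leukocytes were stimulated with a-CD3 beads plus compounds for 48 hr without co-stimulation; secreted IL-2 was quantified by HTRF using a-IL-2-K (europium cryptate) and a-IL-2-d2, excited at 320nm with acceptor emission read at 665nm.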
ASM inhibitor: blocks human secretory acid sphingomyelinase | placental ASM, HMU-PC fluorogenic substrate, 60 min | Potency, µM (top dose mostly 57.5 µM), for inactives: top-dose activity change, negative = inhibition, most hits filed as inhibitors | 340,000 tested, 0.006% active | P17405; note: potency is the fitted concentration of half-maximal effect
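qHTS format. ASM enzyme prepared from human placenta hydrolyses the fluorogenic substrate HMU-PC0 (9 uM final) over 60 min at 37 °C after a 10 min compound preincubation.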
Eya2 phos inh: Eya2 (human) phosphatase inhibition | recombinant Eya2, OMFP fluorescence dephosphorylation (OMFP is methylfluorescein phosphate) | Potency, µM (titrated, usually from 76.9 µM), for the others: top-dose activity, negative = inhibition, hits mostly inhibitors | 330,000 tested, 0.006% active | AID 488837; note: potency is the fitted concentration of half-maximal effect; % is set by controls: 0 for no effect and ±100 for the full control effect
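Eya2 (0.2 uM) preincubated 10 min at ambient with compound, then OMFP substrate added at 50 uM; 10 min reaction in 50 mM HEPES pH 7.5, 50 mM NaCl, 5 uM MgCl2, 0.05% BSA, 1 mM DTT. Fluorescence read at Ex 485/Em 525 nm.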
PTAP TSG101 blk: blocks PTAP/TSG101 interaction to inhibit HIV-1 budding; Q99816; Potency, µM (highest dose often 115 µM), for the others: at the highest dose activity change, negative = inhibition, actives largely listed as inhibitors; Fluorescence polarization, FITC-PTAP peptide / Tsg101 binding; AID 493005; 340,000 tested, under 10 active; active = well fitted inhibition curve with a large enough effect in the main read-out, with a control signal flat, not every such curve was filed as active; inconclusive = small, poorly fitted or top-dose-only effect, or effect the other way, or a change in a side signal; inactive = no such curve, though single readings can be large or run the other way; note: potency is the fitted concentration of half-maximal effect; % of control where 0% means no effect
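FP read-out: FITC-PTAP peptide, 50 nM final, binding Tsg101 binding domain, 10 uM final; 20 min, r.t.; 10 mM HEPES pH 7.5, 0.15 M NaCl, 0.01% Tween 20, 3 mM EDTA, 0.1 mM TCEP.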
Mito fusion yeast: blocks mitochondrial division or promotes mitochondrial fusion | S. cerevisiae fusion-defective mutant growth rescue, CellTiterGlo 48 h | Potency, µM (titrated, usually from 46.1 µM), without a hit: at the highest dose growth rescue (activation), actives largely listed as activators | 320,000 tested, 0.23% active | AID 485298;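 note: potency is the fitted concentration of half-maximal effect; % of control where 0% means no effect; nearly all actives have a fitted effect of over 45% in size; temperature-sensitive fusion mutants such as fzo1-1 at 37 °C on non-fermentable ethanol glycerol medium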
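Growth-rescue viability read-out: after 48 h at the non-permissive 37C in glycerol/ethanol YPEG, yeast mitochondrial fusion mutants are measured by CellTiterGlo luminescence; compounds (23 nl pinned per well) restoring growth score as division inhibitors or fusion activators.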
Chronic BCR inh: blocks chronic active B-cell receptor signaling; 340,000 tested, 0.05% active; Potency, µM (highest dose often 46.1 µM), for inactives: at the highest dose ratio change, negative = lower green/red ratio, hits mostly inhibitors; AID 493014; ABC-DLBCL IkBa-CBG/CBR reporter, luminescence ratio, 4 h; active = well fitted inhibition curve with a large enough effect in the signal ratio, with a control signal flat, not every such curve was filed as active; inconclusive = small, poorly fitted or top-dose-only effect, or effect the other way, or a change in a side signal; the % refers to the signal ratio;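 note: potency is the fitted concentration of half-maximal effect; plate controls were basal doxycycline-induced cells for no effect and cells given 10 µM MG132 for full effect; MG132 reads +100%, hits lower the ratio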
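TMD8 ABC-DLBCL cells carrying doxycycline-inducible green luciferase fused to IkappaBalpha plus unfused red luciferase were exposed to compounds (up to 46 uM) for 4 hrs at 37C. Activity came from the overlap-corrected green/red luminescence ratio.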
Tb PFK inh: T. brucei PFK enzyme inhibition; O15648; T. brucei PFK, ADP-Glo luminescence; Potency, µM (series often up to 57.5 µM), inactives show at the highest dose activity, negative = inhibition, usual class: inhibitors; 330,000 tested, 0.17% active;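 note: potency is the fitted concentration of half-maximal effect; 0% = uninhibited 1x PFK enzyme wells and -100% = no-enzyme wells; nearly all actives have a fitted effect of over 60% in size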
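1.25 nM PFK with 0.5 mM F6P and 0.1 mM ATP in 0.1 M TEA pH 8.0, 5 mM MgCl2, incubated 45 min at room temperature; ADP measured by ADP-Glo luminescence; compounds titrated up to 57 uM.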
Integrin act MD: activates integrin-mediated alleviation for muscular dystrophy; alpha7betagal myoblasts, beta-gal FDG fluorescence, 48 h; 350,000 tested, 0.064% active; Potency, µM (highest dose often 38.3 µM), inactives show at the highest dose activation, actives largely listed as activators;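 note: potency is the fitted concentration of half-maximal effect; 100% = response of the positive control SU9516; nearly all actives have a fitted effect of over 60% in size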
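Alpha7betagal+/- myoblasts (passage 13) were plated 16-24 hr, then exposed to compounds (1:260 dilution of DMSO stock) for 48 hours at 37C. After MPER lysis, β-galactosidase reporter activity was read as FDG fluorescence (ex 480/em 540) after 30 minutes.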
TSHR antag: human thyrotropin receptor antagonism | TSHR-expressing cells, TSH-stimulated cAMP HTRF, 2 h; hits give low values | P16473 | 330,000 tested, 0.2% active | activity change, negative = inhibition, % at 11.5 µM;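 active = activity change below a set negative limit, meaning inhibition stronger than a set level, cut at about -70% in these data; inconclusive = activity change between two set negative limits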; note: % is set by controls: 0 for no effect and ±100 for the full control effect
Target sequence (P16473 whole entry, looked up): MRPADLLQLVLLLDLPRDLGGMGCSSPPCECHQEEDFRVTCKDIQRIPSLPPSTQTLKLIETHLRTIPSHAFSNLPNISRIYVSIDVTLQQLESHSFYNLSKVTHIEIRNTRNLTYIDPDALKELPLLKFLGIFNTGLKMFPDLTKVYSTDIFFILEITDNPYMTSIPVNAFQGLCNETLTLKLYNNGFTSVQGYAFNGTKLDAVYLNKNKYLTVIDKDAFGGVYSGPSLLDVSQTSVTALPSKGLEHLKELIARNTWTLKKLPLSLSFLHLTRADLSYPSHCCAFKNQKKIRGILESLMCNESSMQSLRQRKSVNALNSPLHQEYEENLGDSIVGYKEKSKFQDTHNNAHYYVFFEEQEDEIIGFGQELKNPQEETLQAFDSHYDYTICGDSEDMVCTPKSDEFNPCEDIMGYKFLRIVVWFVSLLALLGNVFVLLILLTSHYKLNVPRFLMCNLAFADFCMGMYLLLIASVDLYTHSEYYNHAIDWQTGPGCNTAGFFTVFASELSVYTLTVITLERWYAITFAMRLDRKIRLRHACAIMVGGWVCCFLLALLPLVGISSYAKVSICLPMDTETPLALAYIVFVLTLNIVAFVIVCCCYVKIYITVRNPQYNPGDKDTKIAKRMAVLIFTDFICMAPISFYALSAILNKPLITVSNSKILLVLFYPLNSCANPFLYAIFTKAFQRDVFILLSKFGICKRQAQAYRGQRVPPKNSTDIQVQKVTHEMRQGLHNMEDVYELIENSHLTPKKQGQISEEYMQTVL
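Cell-based HTRF cAMP assay; TSHR cells + compound, TSH EC80 (4nM final), 2 h, 37 deg C. Lysis with anti-cAMP cryptate and cAMP-d2, 30 min RT, read 665/620 nm.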
ELG1 repair inh: inhibitors of ELG1-dependent DNA repair in HEK293T cells. AID 504467. Potency, µM (titrated, usually from 46.1 µM), for the others: at the highest dose activity change, negative = inhibition, actives largely listed as inhibitors. 330,000 tested, 2.3% active. HEK293T ELG1-luciferase reporter, luminescence, 16 h; DNA damage induced by 5-fluorouridine; note: potency is the fitted concentration of half-maximal effect; % is set by controls: 0 for no effect and ±100 for the full control effect; nearly all actives have a fitted effect of over 55% in size
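Overnight (16 hr) co-exposure of 2,000 cells/well to 5-fluorouridine and compound at 37 °C preceded detection. Luciferase was quantified via ONE-Glo luminescence; loss of signal denotes inhibition.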
A-T KAP1 phos: potential ataxia-telangiectasia treatment; […] A-T fibroblasts, KAP-1 phosphorylation AlphaLISA; neocarzinostatin DNA damage 30 min before lysis; Potency, µM (highest dose often 57.5 µM), for inactives: top-dose activation, usual class: activators; 320,000 tested, 0.19% active; AID 485349; note: potency is the fitted concentration of half-maximal effect; % of control where 0% means no effect; nearly all actives have a fitted effect of over 45% in size
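ATM-like activity read as KAP-1 phosphorylation via AlphaLISA donor/acceptor antibody pairs after lysis and 6 hr at 25C. Cells were ATM-null patient fibroblasts ([…], hTERT), dosed 60 min, then exposed to the DSB inducer NCS for 30 min.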
Active calls of the source: *; u = inconclusive; x = not tested or not shown; [ ] = dose if it differs, or a comment. Unless noted, calls come from the whole dose curve; as a rule, active = well fitted curve in the direction sought with a large enough effect; inconclusive = small, poorly fitted or top-dose-only effect, or another doubt; inactive = no such curve, though single readings can be large; an effect the other way counts as inactive or inconclusive.

SMILES | TCR activator | ASM inhibitor | Eya2 phos inh | PTAP TSG101 blk | Mito fusion yeast | Chronic BCR inh | Tb PFK inh | Integrin act MD | TSHR antag | ELG1 repair inh | A-T KAP1 phos
COc1ccc(CNC(=O)c2ccncc2)cc1 | -10% | 3% | -3% | -2% | -2% | 1% | -2% | -10% | 10 | -7% | 0%
CCCCNC(=O)c1cn(CC(C)C)c(=O)c2c1c1ccccc1n2C | -5% | 8% | -20% | 0% | 9% | 0% | -6% | 14% | 23 | 0% | u
CCc1nc(Nc2ccccc2OC)c2oc3ccccc3c2n1 | 3% | 0% | 3% | 1% | -2% | u | u | -9% | -9 | -26% | 13%
CC(NC(=O)C1CCCCC1)C(c1cccs1)N1CCOCC1 (stereo not drawn) | 3% | 2% | -10% | 3% | 12% | -1% | 3% | 2% | -1 | -3% | -3%
Cc1cc(C(=O)N/N=C/c2c(C)[nH]n(-c3ccccc3)c2=O)n[nH]1 | 10% | 4% | 4% | -1% | 10% | 17% | 10% | u | 18 | 7% | -1%
COc1ccc(-n2c(=O)c3ccccc3n(CC(=O)NC3CCCCC3)c2=O)c(OC)c1 | -4% | 1% | 14% | -3% | 2% | 0% | 0% | 2% | 8 | -8% | 3%
O=C(Nc1cccnc1Cl)c1cccs1 | 2% | -2% | 5% | 1% | -3% | -17% | 2% | 0% | -4 | u | 5%
Cc1noc(C)c1NC(=O)Nc1cccc2c1O[C@H](CN(C)S(=O)(=O)c1cccs1)[C@@H](C)CN([C@H](C)CO)C2=O | -2% | 7% | 4% | -1% | x | -1% | -5% | 12% | 1 | 19% | 6%
CN(C)C(CNC(=O)c1ccc(S(=O)(=O)Nc2cccc(C(F)(F)F)c2)cc1)c1ccco1 (stereo not drawn) | 9% | 35%[activator] | -4% | -13% | 7% | 3% | -2% | 1% | -6 | -2% | -1%
Cc1cc(C)nc(NC(=O)CSc2nn(-c3ccccc3)c(=S)s2)n1 | -1% | 2% | 5% | -10% | 0% | 13% | 0% | u | -15 | 12% | 7%

4 consecutive compounds out of the list so far, for reference:
SMILES | TCR activator | ASM inhibitor | Eya2 phos inh | PTAP TSG101 blk | Mito fusion yeast | Chronic BCR inh | Tb PFK inh | Integrin act MD | TSHR antag | ELG1 repair inh | A-T KAP1 phos
CCCCNC(=O)c1cn(CC(C)C)c(=O)c2c1c1ccccc1n2C | -5% | 8% | -20% | 0% | 9% | 0% | -6% | 14% | 23 | 0% | u
CCc1nc(Nc2ccccc2OC)c2oc3ccccc3c2n1 | 3% | 0% | 3% | 1% | -2% | u | u | -9% | -9 | -26% | 13%
CC(NC(=O)C1CCCCC1)C(c1cccs1)N1CCOCC1 (stereo not drawn) | 3% | 2% | -10% | 3% | 12% | -1% | 3% | 2% | -1 | -3% | -3%
Cc1cc(C(=O)N/N=C/c2c(C)[nH]n(-c3ccccc3)c2=O)n[nH]1 | 10% | 4% | 4% | -1% | 10% | 17% | 10% | u | 18 | 7% | -1%

(more compounds)
SMILES | TCR activator | ASM inhibitor | Eya2 phos inh | PTAP TSG101 blk | Mito fusion yeast | Chronic BCR inh | Tb PFK inh | Integrin act MD | TSHR antag | ELG1 repair inh | A-T KAP1 phos
COc1cc(NC(=O)c2cccc([N+](=O)[O-])c2C)ccc1NC(=O)c1ccco1 | -3%[46.1 µM] | -3% | -1% | -1% | -4% | u | -1% | 19% | 1 | u | 4%
COc1ccc(NC(=O)/C(C#N)=C/c2c(C)nn(-c3ccc(F)cc3)c2Cl)cc1Cl | 0%[46.1 µM] | -2% | -22% | -3% | 4% | 3% | 2% | -1% | 29 | 8% | 5%
O=[N+]([O-])c1cnccc1Nc1ccc(F)cc1 | -1%[46.1 µM] | 0% | -20% | 0% | 1% | -2% | -1% | -1% | 3 | u | 3%
COc1ccc(S(=O)(=O)N2CCCCC2)cc1NC(=O)c1ccc(N2CCCC2=O)cc1 | -5% | -2% | 3% | -7% | 7% | 2% | 0% | -16% | -25 | -23% | 14%
Cc1ccccc1NC(=O)C(C)c1ccc(-c2ccccc2)c(F)c1 (stereo not drawn) | 5% | -2% | u | 2% | 11% | 3% | 2% | -7% | -38 | u | 1%
Cc1ccc(-n2nc(C(=O)O)cc2-c2ccc(Cl)cc2)cc1 | 6% | 6% | -1% | -5% | 28% | 1% | -7% | -17% | -10 | -1% | 2%
CCOC(=O)C1(Cc2ccccc2)CCN(Cc2cnc(N3CCOCC3)s2)CC1 | 1% | 5% | u | -1% | -1% | u | -1% | 7% | -8 | u | 3%
O=C(NCCCCC(NC(=O)C1CCCCC1)C(=O)O)c1ccccc1 (stereo not drawn) | x | 4% | -4% | -5% | -9% | 0% | 1% | 12% | 4 | 7% | -2%
CCN(CC)CCNC(=O)CCCNC(=O)Cn1cnc2sc(C)c(C)c2c1=O | 1% | 2% | 2% | -5% | 7% | 2% | -4% | 4% | 45 | -7% | 13%
COc1cccc(/C=N/NC(=O)c2cccc([N+](=O)[O-])c2)c1OS(=O)(=O)c1ccc(C)cc1 | -2% | -8% | -5% | -3% | 2% | 1% | 0% | -18% | -2 | u | 3%
CC1(C)OC(=O)N(c2ccccc2)C12C=Cc1cc(Br)ccc1O2 (stereo not drawn) | 0% | u | -4% | -4% | 16% | u | -5% | 19%[7.66 µM] | 5 | u | 7%
O=C(NCC1CCCO1)c1c(O)c2cccc3c2n(c1=O)CC3 (stereo not drawn) | -2% | -1% | 4% | -8% | 4% | -11% | -5% | 12% | 0 | u | 0%
COc1cc(S(=O)(=O)N(Cc2ccco2)C2CCCC2)ccc1-n1cnnn1 | -4% | -7% | 14% | -3% | 15% | 0% | -1% | -7% | 10 | -13% | -11%
CC(OC(=O)CCCOc1ccccc1)C(=O)NC(N)=O (stereo not drawn) | -5% | 4% | -1% | -1% | 3% | u | -3% | 5% | 0 | 4% | 7%
COc1cc(C=O)c(Br)cc1OCc1ccc(C)cc1 | 0% | -3% | -18% | -3% | 4% | u | -5% | -8% | -9 | u | 4%
CCOC(=O)C1=C(C)NC(=O)NC1c1ccc(F)cc1 (stereo not drawn) | 5% | 1% | 8% | -6% | -1% | 0% | 5% | -24% | -3 | -18% | 13%
Cn1nc(C2CC2)cc1NC(=O)CC(CC(=O)O)c1ccccc1 (stereo not drawn) | 5% | 0% | -3% | 0% | 0% | 10% | 4% | 8% | 0 | 4% | -1%
O=C(O)C12CC3CC(C1)CC(n1ncc(NCc4ccco4)c(Cl)c1=O)(C3)C2 | 8% | -1% | 2% | -1% | 3% | 0% | 3% | -17% | -3 | -1% | -3%
COC(=O)c1ccc(C(=O)OC)c(NC(=O)CN2CCC(C)CC2)c1 | -10% | 6% | -4% | 3% | -15% | 4% | 2% | 8% | -5 | u | 2%
Cn1c(=O)c2c(SCC(=O)NCC3CCCO3)nc(-c3ccccc3Cl)nc2n(C)c1=O (stereo not drawn) | 4% | -2% | -6% | 0% | 3% | 1% | 1% | -11% | 1 | -3% | -5%
CCOC(=O)Nc1n[nH]c(NC(=O)OCC)c1[N+](=O)[O-] | 7% | 2% | 3% | 0% | -8% | 2% | -1% | 20% | -1 | 4% | -2%
Cc1ccccc1NC(=S)NC(=O)c1cc(-c2ccccc2)nc2ccccc12 | 5% | -16% | 21% | -5% | -7% | u | 0% | -21% | -14 | -21% | -1%
COc1cccc(CNC(=O)CN(C)S(=O)(=O)c2cnc[nH]2)c1 | 3% | 4% | 4% | 0% | -1% | 6% | 0% | 8% | 2 | 1% | -2%
